TDP2 absorb – human TDP2 enzyme inhibitors, primary screen, biochemical, epi absorbance, recombinant enzyme | Tyrosyl-DNA phosphodiesterase 2 (Homo sapiens), O95551 | T5PNP hydrolysis, p-nitrophenol absorbance 415 nm | inhibition, % at 12.8 µM | 0.34% of 370,000 active | AID 720702, 2013;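 active means inhibition above the mean of all tested compounds plus 3 SD, set per campaign, cut at about 25% in these data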;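 further: 0% = DMSO with enzyme and 100% = buffer with substrate but no TDP2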
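Material: recombinant human TDP2; quantity: TDP2 enzyme at 120 nM final; medium: Tris-HCl pH 7.5 with MgCl2; compound: single concentration, 12.8 µM nominal, with 1% DMSO; incubation: 2 h enzyme incubation at 37 °C; signal: epi absorbance; measure: percent inhibition; benchmarks: high control without enzyme, low control DMSO plus TDP2; repeats: singlicate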
SIAE inh – human SIAE inhibitors, primary screen, biochemical, fluorescence polarization, FP-Rh probe, 1536-well HTS; AID 1053197, 2014; 0.69% of 370,000 active; inhibition, % at 9.66 µM; SIAE FP-Rh probe binding;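 active means inhibition above a cutoff: mean of compounds within the control limits plus 3 SD of those, cut at about 17% in these data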;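 further: 0% = plate median of compound wells and 100% = probe without SIAE protein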
Target sequence (Q9HAT2 whole entry, looked up): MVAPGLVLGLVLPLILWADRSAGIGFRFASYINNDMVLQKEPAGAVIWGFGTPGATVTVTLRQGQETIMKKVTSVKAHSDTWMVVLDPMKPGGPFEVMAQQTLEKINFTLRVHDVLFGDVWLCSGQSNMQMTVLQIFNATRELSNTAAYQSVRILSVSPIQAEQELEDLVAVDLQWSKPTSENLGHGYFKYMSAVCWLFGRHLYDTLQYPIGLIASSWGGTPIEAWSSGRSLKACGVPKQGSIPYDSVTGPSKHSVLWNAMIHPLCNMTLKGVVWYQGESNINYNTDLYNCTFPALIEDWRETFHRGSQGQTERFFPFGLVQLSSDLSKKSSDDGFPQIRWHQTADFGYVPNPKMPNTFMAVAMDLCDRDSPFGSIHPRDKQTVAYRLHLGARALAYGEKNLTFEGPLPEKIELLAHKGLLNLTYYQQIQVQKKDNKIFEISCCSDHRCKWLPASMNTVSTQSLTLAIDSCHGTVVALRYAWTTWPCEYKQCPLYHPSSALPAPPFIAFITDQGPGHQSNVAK
LEDGF integ inh – blockers of LEDGF/p75-dependent integrase strand transfer – biochemical, TR-FRET, high throughput, primary screen; TR-FRET IN-LEDGF/p75 DNA integration, Eu/Cy5; inhibition, % at 3.7 µM; 0.64% of 370,000 active; AID 743269, 2014;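 active means inhibition above the screen-wide mean plus 3 SD, cut at about 13% in these data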;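 further: signal is the Cy5 over europium emission ratio at 671 and 618 nm; 0% = plate median of compound wells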
KLK7 zymogen act – proKLK7 zymogen activators, primary screen, biochemical, fluorescence intensity. 0.9% of 370,000 active. purified proKLK7, EDANS-DABCYL substrate fluorescence; 100% is mature enzyme control, 0% vehicle. activation, % at 7 µM. Kallikrein-7 (Homo sapiens), P49862;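 active means activation above the mean of all tested compounds plus 3 SD, computed per campaign excluding outliers beyond control limits, cut at about 13% in these data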
MBD2 inh – inhibitors of MBD2 binding to methylated DNA, primary screen, biochemical, TR-FRET, DNA-binding domain, human. Methyl-CpG-binding domain protein 2 (Homo sapiens), Q9UBB5. MBD2 binding to methylated oligonucleotide. inhibition, % at 4.4 µM. 0.31% of 370,000 active; in the data active means inhibition above about 13%
Target sequence (Q9UBB5 whole entry, looked up, the tested form may be a part): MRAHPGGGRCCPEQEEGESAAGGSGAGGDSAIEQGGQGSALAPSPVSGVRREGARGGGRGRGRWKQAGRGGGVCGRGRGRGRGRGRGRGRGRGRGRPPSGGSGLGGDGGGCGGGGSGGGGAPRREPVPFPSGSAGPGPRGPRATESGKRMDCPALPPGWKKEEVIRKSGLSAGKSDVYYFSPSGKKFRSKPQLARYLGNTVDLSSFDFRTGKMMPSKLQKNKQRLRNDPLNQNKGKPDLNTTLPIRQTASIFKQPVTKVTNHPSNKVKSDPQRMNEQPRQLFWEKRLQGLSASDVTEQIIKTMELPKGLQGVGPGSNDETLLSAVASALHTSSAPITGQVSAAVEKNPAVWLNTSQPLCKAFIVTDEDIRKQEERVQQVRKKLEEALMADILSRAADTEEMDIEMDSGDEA
DDE Tn7 FP inh – inhibitors of Tn7 peptide binding to fibrin DD(E), primary screen, biochemical, fluorescence polarization, human fibrin, Tn7 probe; AID 720508, 2013; FP displacement of FITC-Tn7 peptide from fibrin DD(E); 0% = median of compound wells per plate; inhibition, % at 8.3 µM; 0.13% of 370,000 active; Fibrinogen beta chain (Homo sapiens), P02675;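 active means inhibition above the mean of compounds falling within the control limits plus 3 SD of them, cut at about 14% in these data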;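 further: 0% = plate median of compound wells and 100% = 10 µM Aha-Tn7 peptide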
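assay system = human clot-derived fibrin DD(E) complex | quantity = Fibrin-DD(E) at 2 µM final | timing = 10 min preincubation, 3 h with tracer, room temperature | signal = fluorescence polarization | measure = percent inhibition | benchmarks = high control wells with 10 µM unlabelled Aha-Tn7 peptide (full inhibition) | replicates = singlicate testing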
TCR-CD3 inh – inhibitors of human TCR-CD3 interaction, primary screen, biochemical, fluorescence, TAMRA-labeled TCR probe | inhibition, % at 9.4 µM | 0.37% of 360,000 active; in the data active means inhibition above about 19%;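 further: recombinant mutant TCR 2C K166C tagged with TAMRA read by polarization; 0% = receptor in buffer alone and 100% = receptor with positive control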
UHRF1 MBD2 ctr – UHRF1 methylated DNA binding inhibitors, primary screen, counter-screen for MBD2 inhibitor project, biochemical, TR-FRET, human UHRF1, single concentration; UHRF1 binding to methylated oligo; inhibition, % at 4.4 µM; 0.75% of 370,000 active; in the data active means inhibition above about 21%;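 further: UHRF1 SRA domain binding a hemimethylated CpG hairpin DNA probe; 0% = median of test compound wells and 100% = reference inhibitor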
PRMT1 inh – PRMT1 methyltransferase inhibitors, primary screen, biochemical, fluorescence polarization; Protein arginine N-methyltransferase 1 (Homo sapiens), Q99873; recombinant PRMT1, activity-based probe fluorescence polarization; inhibition, % at 2.79 µM; 1.3% of 370,000 active;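 active means inhibition above about 21% made by adding two undisclosed values, limit read from the data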
DDE Tn6 FP inh – inhibitors of Tn6 peptide binding to fibrin DD(E), primary screen, biochemical, fluorescence polarization, human fibrin, Tn6 probe; Fibrinogen beta chain (Homo sapiens), P02675; Fibrin DD(E) TRITC-Tn6 fluorescence polarization displacement; inhibition, % at 8.3 µM; 0.21% of 370,000 active; AID 720509, 2013;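 active means inhibition above a per-campaign cutoff: mean of compounds within control limits plus 3 SD, cut at about 15% in these data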;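 further: 0% = median of all compound wells on the plate and 100% = blocking peptide control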
* marks the source's active call; other numbers are inactive results.

Results for CCCCNC(=O)C1(C)CCCCN1C(=O)c1ccc2c(c1)C(C)(C)CCC2(C)C (stereo not drawn) ?
TDP2 absorb: -2; SIAE inh: 4; LEDGF integ inh: -4; KLK7 zymogen act: -0.2; MBD2 inh: 1; DDE Tn7 FP inh: -2; TCR-CD3 inh: 7; UHRF1 MBD2 ctr: 1; PRMT1 inh: -2; DDE Tn6 FP inh: -5

How did CCN(c1ccccc1)S(=O)(=O)c1ccc2[nH]c(=O)[nH]c2c1 do in these assays?
TDP2 absorb: 4; SIAE inh: -22; LEDGF integ inh: -3; KLK7 zymogen act: 0.0; MBD2 inh: 2; DDE Tn7 FP inh: 9; TCR-CD3 inh: -3; UHRF1 MBD2 ctr: -1; PRMT1 inh: 3; DDE Tn6 FP inh: -3

What do the screens show for `CC1(C)Cc2c(sc3nnn(Cc4ccc(Cl)cc4)c(=O)c23)CO1`?
TDP2 absorb: 4; SIAE inh: 1; LEDGF integ inh: 2; KLK7 zymogen act: -0.6; MBD2 inh: 3; DDE Tn7 FP inh: -2; TCR-CD3 inh: 0; UHRF1 MBD2 ctr: 0; PRMT1 inh: -3; DDE Tn6 FP inh: 1

Results for CS(=O)(=O)c1ccc(Cl)c(NC(=O)CSc2nnc(-c3cccs3)n2N)c1 ?
TDP2 absorb: -12; SIAE inh: -5; LEDGF integ inh: 4; KLK7 zymogen act: -0.6; MBD2 inh: -2; DDE Tn7 FP inh: 0; TCR-CD3 inh: -1; UHRF1 MBD2 ctr: 2; PRMT1 inh: -1; DDE Tn6 FP inh: 3

How did Cc1ccc(CN(C)C(=O)CN2C(=O)NC3(CCCC3)C2=O)o1 do in these assays?
TDP2 absorb: 8; SIAE inh: 6; LEDGF integ inh: -3; KLK7 zymogen act: -0.5; MBD2 inh: -1; DDE Tn7 FP inh: 1; TCR-CD3 inh: -12; UHRF1 MBD2 ctr: -1; PRMT1 inh: 5; DDE Tn6 FP inh: 4

What do the screens show for `CCOc1ncccc1C(=O)OCC(=O)Nc1nnc(-c2ccccc2)o1`?
TDP2 absorb: -5; SIAE inh: 0; LEDGF integ inh: -6; KLK7 zymogen act: -0.2; MBD2 inh: 5; DDE Tn7 FP inh: 2; TCR-CD3 inh: -4; UHRF1 MBD2 ctr: 3; PRMT1 inh: 1; DDE Tn6 FP inh: -1

What do the screens show for `c1ccc(CN2CCC3CC2c2ccc(N4CCOCC4)cc23)cc1` (stereo not drawn)?
TDP2 absorb: -11; SIAE inh: 3; LEDGF integ inh: 5; KLK7 zymogen act: 0.0; MBD2 inh: 2; DDE Tn7 FP inh: -3; TCR-CD3 inh: 4; UHRF1 MBD2 ctr: 4; PRMT1 inh: -2; DDE Tn6 FP inh: -8

What do the screens show for `Cn1c(=O)[nH]c(=O)c2c1nc(N(CCO)Cc1ccccc1)n2CCCc1ccccc1`?
TDP2 absorb: 3; SIAE inh: 2; LEDGF integ inh: 4; KLK7 zymogen act: 1.0; MBD2 inh: 4; DDE Tn7 FP inh: 7; TCR-CD3 inh: -4; UHRF1 MBD2 ctr: 1; PRMT1 inh: 9; DDE Tn6 FP inh: 0

What do the screens show for `Nc1cccc(CP(=O)(c2ccccc2)c2ccccc2)c1`?
TDP2 absorb: 7; SIAE inh: 6; LEDGF integ inh: 0; KLK7 zymogen act: -0.1; MBD2 inh: -5; DDE Tn7 FP inh: -2; TCR-CD3 inh: 3; UHRF1 MBD2 ctr: -1; PRMT1 inh: 0; DDE Tn6 FP inh: -7

What do the screens show for `CCOc1ccc(NS(=O)(=O)c2ccc(-c3ccc(=O)[nH]n3)o2)cc1`?
TDP2 absorb: 6; SIAE inh: 2; LEDGF integ inh: 0; KLK7 zymogen act: -0.2; MBD2 inh: 1; DDE Tn7 FP inh: 0; TCR-CD3 inh: 5; UHRF1 MBD2 ctr: -1; PRMT1 inh: -1; DDE Tn6 FP inh: -3

The last 3 compounds of the part before come first, to join the parts:
What do the screens show for `Cn1c(=O)[nH]c(=O)c2c1nc(N(CCO)Cc1ccccc1)n2CCCc1ccccc1`?
TDP2 absorb: 3; SIAE inh: 2; LEDGF integ inh: 4; KLK7 zymogen act: 1.0; MBD2 inh: 4; DDE Tn7 FP inh: 7; TCR-CD3 inh: -4; UHRF1 MBD2 ctr: 1; PRMT1 inh: 9; DDE Tn6 FP inh: 0

What do the screens show for `Nc1cccc(CP(=O)(c2ccccc2)c2ccccc2)c1`?
TDP2 absorb: 7; SIAE inh: 6; LEDGF integ inh: 0; KLK7 zymogen act: -0.1; MBD2 inh: -5; DDE Tn7 FP inh: -2; TCR-CD3 inh: 3; UHRF1 MBD2 ctr: -1; PRMT1 inh: 0; DDE Tn6 FP inh: -7

What do the screens show for `CCOc1ccc(NS(=O)(=O)c2ccc(-c3ccc(=O)[nH]n3)o2)cc1`?
TDP2 absorb: 6; SIAE inh: 2; LEDGF integ inh: 0; KLK7 zymogen act: -0.2; MBD2 inh: 1; DDE Tn7 FP inh: 0; TCR-CD3 inh: 5; UHRF1 MBD2 ctr: -1; PRMT1 inh: -1; DDE Tn6 FP inh: -3

Results for N#CCC1c2ccccc2CCN1C(=O)Nc1cccc(Cl)c1 (stereo not drawn) ?
TDP2 absorb: -3; SIAE inh: 6; LEDGF integ inh: 2; KLK7 zymogen act: 0.0; MBD2 inh: -1; DDE Tn7 FP inh: 1; TCR-CD3 inh: -1; UHRF1 MBD2 ctr: 4; PRMT1 inh: 1; DDE Tn6 FP inh: 1

How did O=C(COc1ccccc1F)Nc1ccc2[nH]c(=O)[nH]c2c1 do in these assays?
TDP2 absorb: 28*; SIAE inh: -4; LEDGF integ inh: 1; KLK7 zymogen act: 0.2; MBD2 inh: -7; DDE Tn7 FP inh: 13; TCR-CD3 inh: 6; UHRF1 MBD2 ctr: 0; PRMT1 inh: -3; DDE Tn6 FP inh: 11

Results for Fc1ccc(-c2cc3nc(-c4ccccc4)cc(N4CCOCC4)n3n2)cc1 ?
TDP2 absorb: 12; SIAE inh: 2; LEDGF integ inh: 1; KLK7 zymogen act: -1.8; MBD2 inh: -3; DDE Tn7 FP inh: -1; TCR-CD3 inh: 3; UHRF1 MBD2 ctr: -3; PRMT1 inh: 1; DDE Tn6 FP inh: 4

How did Cc1c(C(=O)NCc2ccc(F)cc2)c(-c2ccccc2)nn1-c1ccccc1 do in these assays?
TDP2 absorb: -2; SIAE inh: -5; LEDGF integ inh: -1; KLK7 zymogen act: 0.4; MBD2 inh: 3; DDE Tn7 FP inh: -2; TCR-CD3 inh: -2; UHRF1 MBD2 ctr: 0; PRMT1 inh: 0; DDE Tn6 FP inh: -10

What do the screens show for `CCOc1ccc(N(CC(=O)NCCCOC)S(C)(=O)=O)cc1`?
TDP2 absorb: -6; SIAE inh: 9; LEDGF integ inh: -3; KLK7 zymogen act: -0.2; MBD2 inh: 0; DDE Tn7 FP inh: 2; TCR-CD3 inh: 16; UHRF1 MBD2 ctr: -1; PRMT1 inh: -1; DDE Tn6 FP inh: 10

Results for COc1cc(/C=N/Nc2cccc(C)c2)ccc1OC(=O)c1ccco1 ?
TDP2 absorb: 0; SIAE inh: -1; LEDGF integ inh: -4; KLK7 zymogen act: -0.8; MBD2 inh: -1; DDE Tn7 FP inh: 2; TCR-CD3 inh: 4; UHRF1 MBD2 ctr: -1; PRMT1 inh: 0; DDE Tn6 FP inh: 5

How did CC(C)NC(=O)C1(C)CCN1CCC(=O)c1ccccc1 (stereo not drawn) do in these assays?
TDP2 absorb: 7; SIAE inh: 3; LEDGF integ inh: -2; KLK7 zymogen act: 0.7; MBD2 inh: 4; DDE Tn7 FP inh: 2; TCR-CD3 inh: -4; UHRF1 MBD2 ctr: 0; PRMT1 inh: 3; DDE Tn6 FP inh: -10

How did Cc1ccc(-n2c(SCC(=O)Nc3ccc(S(=O)(=O)Nc4cc(C)nc(C)n4)cc3)nnc2-c2ccncc2)cc1 do in these assays?
TDP2 absorb: -1; SIAE inh: -10; LEDGF integ inh: 0; KLK7 zymogen act: 0.0; MBD2 inh: 3; DDE Tn7 FP inh: 4; UHRF1 MBD2 ctr: 0; PRMT1 inh: 3; DDE Tn6 FP inh: -5

How did CSc1ccc(Cn2c(C)c(C(=O)NCc3ccc(C(C)C)cc3)sc2=O)cc1 do in these assays?
TDP2 absorb: 9; SIAE inh: -14; LEDGF integ inh: 1; KLK7 zymogen act: 0.9; MBD2 inh: 2; DDE Tn7 FP inh: -1; TCR-CD3 inh: -1; UHRF1 MBD2 ctr: -3; PRMT1 inh: -1; DDE Tn6 FP inh: -1

How did CC1(C)NC(=O)N(CC(O)Cn2nnc3ccccc32)C1=O (stereo not drawn) do in these assays?
TDP2 absorb: 2; SIAE inh: 1; LEDGF integ inh: -3; KLK7 zymogen act: -0.7; MBD2 inh: 5; DDE Tn7 FP inh: 10; TCR-CD3 inh: 0; UHRF1 MBD2 ctr: 6; PRMT1 inh: 2; DDE Tn6 FP inh: -5

Results for CCn1c(CNC(=O)c2cccc(C)c2)nnc1SCC(=O)NC1=NCCS1 ?
TDP2 absorb: -11; SIAE inh: 2; LEDGF integ inh: -10; KLK7 zymogen act: 0.4; MBD2 inh: -3; DDE Tn7 FP inh: -4; TCR-CD3 inh: -3; UHRF1 MBD2 ctr: 2; PRMT1 inh: 7; DDE Tn6 FP inh: 1

How did CCC1(C)Cc2c(sc(NC(=S)NC(=O)c3ccccc3)c2C#N)CO1 (stereo not drawn) do in these assays?
TDP2 absorb: -6; SIAE inh: -2; LEDGF integ inh: -2; KLK7 zymogen act: -0.1; MBD2 inh: 3; DDE Tn7 FP inh: 3; TCR-CD3 inh: 2; UHRF1 MBD2 ctr: 1; PRMT1 inh: 15; DDE Tn6 FP inh: -5

What do the screens show for `OC(CNCc1ccc(F)cc1)(c1ccccc1)c1ccc(F)cc1` (stereo not drawn)?
TDP2 absorb: 9; SIAE inh: 4; LEDGF integ inh: -2; KLK7 zymogen act: -0.5; MBD2 inh: -2; DDE Tn7 FP inh: 6; TCR-CD3 inh: 4; UHRF1 MBD2 ctr: 0; PRMT1 inh: -2; DDE Tn6 FP inh: 7
